Screens as filed in PubChem.
Cy5 interf NS3h: counter-screen for HCV NS3 helicase inhibitors: fluorescence interference; Cy5-dT15 DNA with NS3h; actives lie on both sides; signal over control mean, under 1 quenches; fluorescence interference ratio at 100 µM; 6% of 16,000 active;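 active means compound fluorescence over control fluorescence at most 0.8, a quencher, or at least a set upper limit, an enhancer; inactive means ratio between 0.8 and the set upper limit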
NS3h inh CB: hepatitis C NS3 helicase inhibition, primary screen; NS3h Cy5-dT15 DNA binding, fluorescence polarization; inhibition, % at 100 µM; 1.6% of 16,000 active;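 active means inhibition above the average over every tested compound plus 3 SD, cut at about 40% in these data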
* hit, by the source's call.

SMILES | Cy5 interf NS3h | NS3h inh CB
O=S1(=O)CCC(NC(=S)SCCOc2ccccc2OCCO)C1 (stereo not given) | 0.96 | 9
Cc1ccc(-c2ccc(/C=C3\SC(=S)NC3=O)o2)c([N+](=O)[O-])c1 | 0.89 | 20
O=C1NC(=S)N(c2ccccc2)C(=O)/C1=C/c1ccc(-c2cccc(Cl)c2Cl)o1 | 0.96 | 13
O=C(NCCc1ccc(Cl)cc1)C(=O)Nc1ccccc1F | 1.1 | 12
COC(=O)c1cc(NC(=O)c2cc(I)ccc2Cl)cc(C(=O)OC)c1 | 0.9 | -4
CN(C)/C=C1\N=C(c2cccc(Br)c2)OC1=O | 1 | 8
COC(=O)c1cc(C(=O)N2CCOCC2)cc([N+](=O)[O-])c1 | 0.99 | 1
CCCc1cc(=O)n2[nH]c(-c3ccc(C)cc3)cc2n1 | 1.2* | 30
O=c1c([N+](=O)[O-])c(/C=C/c2ccccc2)nc2nc[nH]n12 | 1 | 6
CC(=O)c1ccc(NC(=O)c2ccc3c(c2)OCCO3)cc1 | 0.97 | -4
Cc1ccc2nsnc2c1NC(=O)COc1ccc([N+](=O)[O-])cc1 | 0.86 | 22
O=c1/c(=C/c2cccc(OCCOc3ccc(Br)cc3)c2)sc2nc3ccccc3n12 | 1 | -2
Clc1ccc(-c2noc(-c3ccc(Br)cc3)n2)cc1 | 1.1 | 7
CCc1ccccc1NC(=O)c1nn2c(c1Cl)NC(c1ccc(C)cc1)CC2C(F)(F)F (stereo not given) | 0.96 | 11
O=S(N1CCCCC1)C12CC3CC(CC(C3)C1)C2 (stereo not given) | 1 | -1
Cc1cccc(NC(=O)CN(c2cccc(Cl)c2)S(C)(=O)=O)c1 | 1 | 12
Cc1cc2ncn(CC(O)COc3ccc(C(=O)O)cc3)c2cc1C (stereo not given) | 1.1 | 6
Cc1cc(C)cc(NC(=O)c2ccc(F)cc2)c1 | 1 | 12
O=c1c(Oc2ccc(Cl)cc2Cl)c(C(F)(F)F)oc2cc(O)ccc12 | 0.89 | 6
COc1ccc(S(=O)(=O)N2CCN(Cc3cccc(OC)c3)CC2)cc1 | 0.94 | 12

Overlap with the part before: 3 compounds, followed by the next part.
SMILES | Cy5 interf NS3h | NS3h inh CB
Cc1cc(C)cc(NC(=O)c2ccc(F)cc2)c1 | 1 | 12
O=c1c(Oc2ccc(Cl)cc2Cl)c(C(F)(F)F)oc2cc(O)ccc12 | 0.89 | 6
COc1ccc(S(=O)(=O)N2CCN(Cc3cccc(OC)c3)CC2)cc1 | 0.94 | 12
CCOc1ccc(NC(=S)NC(NC(=O)C(c2ccccc2)c2ccccc2)C(Cl)(Cl)Cl)cc1 (stereo not given) | 1 | -5
COC(=O)C1=C(C)NC(=S)N(C(C)=O)C1c1ccc(Cl)cc1 (stereo not given) | 0.97 | 6
c1nnc(Sc2nc(N3CCOCC3)nc(N3CCOCC3)n2)n1-c1nc(N2CCOCC2)nc(N2CCOCC2)n1 | 1 | 13
COc1cc2c(cc1NC(=O)c1ccccc1Br)oc1ccccc12 | 1.1 | 13
CCCc1cc(=O)oc2cc(OCC(=O)C(C)(C)C)ccc12 | 0.87 | 13
COc1ccc(OC)c(N(CC(=O)Nc2ccc(Oc3ccccc3)cc2)S(C)(=O)=O)c1 | 0.99 | 10
CCOC(=O)C1=C(c2ccccc2)OC(N)=C(C#N)C1c1cccs1 (stereo not given) | 0.9 | 5
Cc1ccc(NS(=O)(=O)c2cccc3c2C(=O)c2ccccc2C3=O)cc1C | 1 | 6
COC(=O)c1ccc2c(c1O)C(=O)c1ccccc1C2=O | 0.8* | -8
CCC(C)(c1ccc(C=O)s1)c1ccc(C=O)s1 | 1 | 13
COc1ccc(OCC(=O)NCCNC(=O)COc2ccc(OC)cc2)cc1 | 0.97 | 0
Cc1ccc(NC(=O)/C=C\C(=O)O)c(C)c1 | 0.86 | -6
CCOc1cc(OCC)cc(C(=O)Nc2ccc(N3CCOCC3)c(Cl)c2)c1 | 0.98 | 7
COC(=O)CCC(=O)Oc1ccc(-c2ccccc2)cc1 | 1 | 4
COCCOC(=O)c1c(C)oc2ccc(OCC(=O)c3ccccc3)cc12 | 0.81 | 18
CCOC(=O)c1ccc(NC2=C(N3CCCCC3)C(=O)c3ccccc3C2=O)cc1 | 0.89 | -10
COc1cccc(CN2CCN(S(C)(=O)=O)CC2)c1 | 0.77* | 4
CCOc1ccc(N(CC(=O)Nc2ccc(C(C)C)cc2)S(C)(=O)=O)cc1 | 0.89 | 13
O=C(O)c1ccc(NC(=S)NC(=NS(=O)(=O)c2ccc(Cl)cc2)c2ccccc2)cc1 | 0.91 | -8
COC(=O)C1=C(C)N(c2ccc(C)c(C)c2)/C(=C/c2ccco2)C1=O | 0.99 | 13
COC(=O)C1=C(C)NC2=C(C(=O)CC(c3ccc(OC)c(OC)c3)C2)C1c1ccccc1OCc1ccccc1 (stereo not given) | 0.97 | 8
O=C(/C=C/c1cn(-c2ccccc2)nc1-c1ccc(Cl)cc1)c1cccs1 | 0.94 | 9
Cc1ccc2[nH]c(C)c(CN3CCOCC3)c(=O)c2c1 | 1.1 | -2
CCCN1C(=O)c2ccccc2NC1c1ccccc1F (stereo not given) | 0.97 | 4
CCc1ccc(N2C(=O)/C(=C/c3cc(C)n(-c4cccnc4)c3C)C(=O)NC2=S)cc1 | 1.1 | -5
Cc1cc(C)c(S(=O)(=O)Nc2cc(Cl)c3oc4c(c3c2)C(=O)CCC4)c(C)c1 | 0.97 | 7
O=C1C2=C(Nc3[nH]n(-c4ccccc4)c(=O)c3C2c2ccccc2)c2ccccc21 (stereo not given) | 0.76* | 6
Cc1cc(OCC(=O)Nc2ccc(Cl)cn2)ccc1Cl | 0.99 | -8
O=C(/C(=C\c1cccc([N+](=O)[O-])c1)c1nc2ccccc2s1)c1ccccc1 | 0.95 | 4
CC1=NN(C(=O)c2ccc([N+](=O)[O-])cc2)C(O)(c2ccc(Cl)cc2)C1 (stereo not given) | 0.98 | 18
O=C1NN(c2ccc(I)cc2)C(=O)/C1=C\c1ccc(O)cc1O | 0.87 | 1
O=[N+]([O-])c1ccc(O)c(-c2nc(-c3ccccc3)c(-c3cccs3)[nH]2)c1 | 0.98 | 2
CCc1ccc(/C=C(/NC(C)=O)C(=O)O)s1 | 1 | 3
COc1cccc(OCCNS(=O)(=O)c2ccc3ccccc3c2)c1 | 1 | 10
Cc1ccc(-c2ccccc2)n1-c1cccc2cccnc12 | 1 | 12
CC(=O)c1c(C)n(-c2ccc(Cl)cc2)c2ccc(O)cc12 | 0.91 | 23
CCOC(=O)c1c(C)oc2ccc(OC(=O)c3ccc(C)cc3)cc12 | 0.95 | 15
O=C(Nc1ccccc1F)c1ccccc1F | 0.94 | -6
COCCCNC(=O)CN(c1cccc([N+](=O)[O-])c1)S(=O)(=O)c1ccccc1 | 0.73* | 14
CCOC(=O)C1=C(O)c2ccccc2C(=O)/C1=C\c1ccc(OC)cc1 | 0.93 | 24
O=C(NC(N1CCCCC1)C(Cl)(Cl)Cl)c1ccc(Cl)cc1Cl (stereo not given) | 0.94 | -1
CCOC(=O)C(C)Sc1nnnn1-c1ccccc1 (stereo not given) | 1 | -1
COc1ccc(CNc2ccc3c(c2)ncn3-c2ccc(OC)cc2)cc1 | 0.95 | 27
COc1ccc(C(=O)CC(c2ccc(C(C)C)cc2)S(=O)(=O)c2ccc(C)cc2)cc1 (stereo not given) | 0.73* | 18
COC(=O)COc1cc(Br)c(/C=C2\C(=O)NC(=O)N(c3cc(C)cc(C)c3)C2=O)cc1OC | 1 | 12
O=C(CSc1nc2ccccc2s1)Nc1nc2ccccc2s1 | 0.97 | 8
CC1=C(C(=O)OC(C)C)C(c2ccc(OCC(N)=O)cc2)NC(=O)N1 (stereo not given) | 0.9 | 3
COC(=O)C(NC(=O)c1ccccc1)c1ccccc1 (stereo not given) | 1.1 | 7
CC1(C)COC(=O)/C1=N\Nc1ccc([N+](=O)[O-])cc1 | 1 | 3
Oc1ccc(-c2nc(-c3ccccc3)c(-c3cccs3)[nH]2)cc1O | 0.81 | -2
O=C(CCNS(=O)(=O)c1ccccc1[N+](=O)[O-])Nc1ccc(I)cc1 | 0.89 | 19
O=C(COc1ccccc1)N/N=C\c1ccccc1Cl | 1.1 | 23
CCC(=O)N(CCC1CCOC(C)(C)C1)Cc1ccc(OC)cc1 (stereo not given) | 1 | -2
Fc1ccc(Br)cc1C1Nc2cccc3cccc(c23)N1 | 1 | 7
Cc1nc2nc(-c3ccccc3)[nH]c2cc1Br | 1.2 | 2
Cc1ccc(N2C(=O)/C(=C/c3cc(C)n(-c4ccc([N+](=O)[O-])cc4)c3C)C(=O)NC2=S)cc1 | 1.1 | -3
COc1cc(/C=C2/SC(=S)N(CC(=O)NCCCN3CCOCC3)C2=O)cc(OC)c1OC | 0.91 | 2
c1coc(CN2CCN(Cc3ccc4ccccc4c3)CC2)c1 | 1 | -6
O=C(CSc1nc2ccccc2c(=O)n1-c1ccccc1)Nc1ccc([N+](=O)[O-])cc1 | 0.87 | -6
Cc1c(C#N)c2ncn(Cc3ccccc3)c(=O)c2n1-c1ccccc1 | 1 | 15
Continuation.
SMILES | Cy5 interf NS3h | NS3h inh CB
CCCCCCN1C(=O)C(O)=C(C(C)=O)C1c1ccc(Br)cc1 (stereo not given) | 0.97 | -1
COc1ccc2c(c1)CC/C(=C\c1ccccc1)C2=O | 0.9 | 12
CCn1c2ccccc2c2cc(C=Nc3cccc4c(=O)[nH][nH]c(=O)c34)ccc21 | 1 | 0
O=[N+]([O-])c1ccc(C2SCCN2S(=O)(=O)c2ccc3ccccc3c2)cc1 (stereo not given) | 0.92 | 14
CCOc1cccc(/C=C2\C(=O)NN(c3ccccc3)C2=O)c1O | 0.97 | 18
COc1cc(/C=C2/C(=O)NC(=S)N(c3ccccc3F)C2=O)ccc1OCc1ccc(C(=O)O)cc1 | 1.1 | 9
O=C(O)/C=C/C(=O)NNC(=O)c1cc(O)cc(O)c1 | 0.95 | -2
O=c1oc2ccc(O)c(-c3ccccc3Cl)c2s1 | 0.89 | 13
O=C(NCCO)C(=O)Nc1ccccc1 | 1 | 5
COc1cc(/C=C2\SC(=Nc3ccc(C)cc3)NC2=O)ccc1O | 0.95 | 4
CCN(CC)c1ccc(NC(=O)/C=C/c2ccc(OC)c(Br)c2)cc1 | 1 | 12
COc1ccc(-n2c(/C=C/N(C)C)c([N+](=O)[O-])c3ccc(O)c(COC(C)=O)c32)cc1 | 1.1 | 3
CC(=O)Nc1nc(C)c(-c2csc(Nc3ncccn3)n2)s1 | 0.51* | -17
Cc1ccccc1S(=O)(=O)NNC(=O)c1ccccc1O | 0.87 | 8
Cc1cc(C)c2cccc(NC(=S)NC(=O)c3ccccc3)c2n1 | 1 | 0
O=C(NC(=S)Nc1ccc(Br)cn1)c1ccco1 | 1 | 7
Cc1cc(=O)oc2cc(OCC(=O)C(C)(C)C)ccc12 | 0.91 | 16
O=C(Nc1ccc(C(=O)Nc2ccc(Cl)cc2)cc1)c1ccccc1 | 1 | 15
O=C1NC(=S)S/C1=C\c1ccc(-c2cc(Cl)ccc2Cl)o1 | 1.1 | 2
CC1=NN(c2ccccc2)C(=O)C1/C=C1\NC(=S)NC1=O (stereo not given) | 1 | -6
CC(C)N(CC#CC(O)(c1ccccc1)c1ccccc1)C(C)C | 0.93 | -8
Cc1ccc2ccc(S(=O)(=O)n3nc(C)cc3C)cc2c1 | 1 | 7
COc1ccc(C(NC(=O)c2ccccc2)c2c(O)ccc3ccccc23)cc1 (stereo not given) | 0.96 | 12
CCCC(C)NS(=O)(=O)c1c(C)cc(C)cc1C (stereo not given) | 0.92 | 6
O=C(Nc1ccc(Oc2ccccc2)cc1)c1ccc([N+](=O)[O-])cc1 | 1 | 2
Cc1ccc(-c2noc(-c3ccc(C)cc3)n2)cc1 | 1 | 19
COc1ccccc1NC(=NS(=O)(=O)c1ccccc1)c1ccccc1 | 0.92 | -5
CC(=O)c1ccc(-n2c(C)ccc2-c2ccccc2)cc1 | 1 | 6
CC(=O)Oc1ccc2oc(C)c(C(=O)O)c2c1 | 0.97 | 2
COc1ccc(C)cc1N(CC(=O)O)S(C)(=O)=O | 1.1 | 0
COc1cc(C(=S)N2CCOCC2)cc(OC)c1OC(=O)CCc1ccccc1 | 1.2 | -9
O=C(CO/N=C\c1ccccc1)N=Nc1c(O)[nH]c2ccc(Br)cc12 | 0.78* | -6
COc1ccccc1C1Nc2cc3ccccc3cc2C2=C1C(=O)CC(C)(C)C2 (stereo not given) | 1 | -1
CN(C1=NS(=O)(=O)c2cc([N+](=O)[O-])ccc21)c1ccccc1 | 0.89 | -2
O=[N+]([O-])c1ccc(F)c(NS(=O)(=O)c2cc(Cl)ccc2Cl)c1 | 0.98 | 4
CCOc1cc(/C=C2/SC(=S)N(Cc3ccccc3)C2=O)ccc1OC(=O)c1cccc([N+](=O)[O-])c1 | 0.99 | 15
O=C(Nc1ccc(I)cc1Cl)c1ccc(-c2cccc(Cl)c2)o1 | 0.99 | -6
COc1ccc(-c2cc(C(=O)Nc3ccccc3OC)c3ccccc3n2)cc1 | 0.99 | -2
Cc1nn(CC(=O)Nc2sc(C)c(C)c2C(N)=O)c(C)c1[N+](=O)[O-] | 1.1 | 12
O=C(/C=C/c1cccc([N+](=O)[O-])c1)Nc1ccc(O)c(-c2nc3ccccc3o2)c1 | 0.96 | 13
CC(C)(C)C1=C2OCC3COC2(O3)C(C(C)(C)C)=C(O)C1=O (stereo not given) | 0.97 | -5

As a short view, some entries already given.
SMILES | Cy5 interf NS3h | NS3h inh CB
CC(C)N(CC#CC(O)(c1ccccc1)c1ccccc1)C(C)C | 0.93 | -8
Cc1ccc2ccc(S(=O)(=O)n3nc(C)cc3C)cc2c1 | 1 | 7
COc1ccc(C(NC(=O)c2ccccc2)c2c(O)ccc3ccccc23)cc1 (stereo not given) | 0.96 | 12
CCCC(C)NS(=O)(=O)c1c(C)cc(C)cc1C (stereo not given) | 0.92 | 6
O=C(Nc1ccc(Oc2ccccc2)cc1)c1ccc([N+](=O)[O-])cc1 | 1 | 2
Cc1ccc(-c2noc(-c3ccc(C)cc3)n2)cc1 | 1 | 19
COc1ccccc1NC(=NS(=O)(=O)c1ccccc1)c1ccccc1 | 0.92 | -5
